High-throughput results: PubChem, The Scripps Research Institute Molecular Screening Center
DDE Tn7 FP inh: disrupts Tn7 cyclic peptide binding to fibrin D-Dimer-E complex; P02675; FP displacement of FITC-Tn7 peptide from fibrin DD(E); 0% = median of compound wells per plate; inhibition, % at 8.3 µM; 370,000 tested, 0.13% active; AID 720508;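 active = inhibition above the mean of compounds falling within the control limits plus 3 SD of them, cut at about 14% in these data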;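 note: 0% = plate median of compound wells and 100% = 10 µM Aha-Tn7 peptide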
Target sequence (P02675 whole entry, looked up): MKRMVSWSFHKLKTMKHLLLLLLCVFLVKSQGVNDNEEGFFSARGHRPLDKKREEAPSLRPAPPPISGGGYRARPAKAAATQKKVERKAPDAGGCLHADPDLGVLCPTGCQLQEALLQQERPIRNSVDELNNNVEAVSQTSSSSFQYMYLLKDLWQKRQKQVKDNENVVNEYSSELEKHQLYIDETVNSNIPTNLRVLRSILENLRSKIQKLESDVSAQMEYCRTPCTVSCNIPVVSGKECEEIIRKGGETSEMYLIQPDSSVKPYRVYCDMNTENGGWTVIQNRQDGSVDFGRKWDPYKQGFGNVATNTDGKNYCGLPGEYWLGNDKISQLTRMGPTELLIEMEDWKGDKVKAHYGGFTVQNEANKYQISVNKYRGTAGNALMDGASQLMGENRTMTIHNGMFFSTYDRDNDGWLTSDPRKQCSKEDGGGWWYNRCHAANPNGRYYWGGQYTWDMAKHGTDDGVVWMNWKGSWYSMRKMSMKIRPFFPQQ
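Assay system: Human clot-derived fibrin DD(E) complex | Buffer or medium: Tris/NaCl/CaCl2 buffer, pH 7.8 | Repeats: One replicate per compound | Benchmarks: Aha-Tn7 high control | Measure: % inhibition scaled between sample-field median and high-control FP | Schedule: 10 min plus 3 h, room temperature | Signal: Fluorescence polarization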
proKLK7 act: activators of human kallikrein-7 zymogen; P49862; purified proKLK7, EDANS-DABCYL substrate fluorescence; 100% is mature enzyme control, 0% vehicle; activation, % at 7 µM; 370,000 tested, 0.9% active; AID 652039;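 active = activation above the mean of all tested compounds plus 3 SD, computed per campaign excluding outliers beyond control limits, cut at about 13% in these data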
ADAM10 inh: inhibits human ADAM10. 370,000 tested, 0.62% active. inhibition, % at 7 µM. recombinant ADAM10, EDANS/DABCYL FRET peptide cleavage, 3 h. O14672;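 active = inhibition above a per-campaign cutoff equal to the mean of compounds falling between control-based bounds plus 3 SD, cut at about 20% in these data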;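 note: 0% = DMSO wells while the 100% control is not disclosed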
Target sequence (O14672 214-748 limits assumed): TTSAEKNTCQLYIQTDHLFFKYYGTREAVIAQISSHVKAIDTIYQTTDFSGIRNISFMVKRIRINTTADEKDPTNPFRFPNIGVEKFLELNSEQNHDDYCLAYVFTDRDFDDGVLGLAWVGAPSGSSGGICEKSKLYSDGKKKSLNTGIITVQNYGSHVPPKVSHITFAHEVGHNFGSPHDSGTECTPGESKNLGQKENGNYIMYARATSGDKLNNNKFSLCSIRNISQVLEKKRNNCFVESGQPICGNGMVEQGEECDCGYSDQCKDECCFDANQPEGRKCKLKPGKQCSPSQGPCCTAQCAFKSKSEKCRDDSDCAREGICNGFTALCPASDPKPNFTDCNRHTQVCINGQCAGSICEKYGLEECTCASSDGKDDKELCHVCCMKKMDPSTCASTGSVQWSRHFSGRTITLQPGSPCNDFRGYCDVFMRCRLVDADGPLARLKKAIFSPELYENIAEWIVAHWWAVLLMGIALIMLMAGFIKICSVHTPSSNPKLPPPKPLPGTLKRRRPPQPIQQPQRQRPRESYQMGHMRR
PLCg1 inh: blocks human PLC-gamma1 enzyme activity. P19174. purified PLC-gamma1, fluorogenic substrate, fluorescence. inhibition, % at 12.2 µM. 370,000 tested, 0.84% active. AID 720700; in the data active = inhibition above about 9.5%
DDE Tn6 FP inh: DD(E)-Tn6 binding inhibition, primary FP screen; P02675; Fibrin DD(E) TRITC-Tn6 fluorescence polarization displacement; inhibition, % at 8.3 µM; 370,000 tested, 0.21% active; AID 720509;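 active = inhibition above a per-campaign cutoff: mean of compounds within control limits plus 3 SD, cut at about 15% in these data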;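 note: 0% = median of all compound wells on the plate and 100% = blocking peptide control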
ADAM17 inh: inhibitors of human ADAM17; P78536; recombinant ADAM17, EDANS/DABCYL FRET peptide cleavage; inhibition, % at 6.95 µM; 370,000 tested, 0.83% active;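 active = inhibition above the mean of compounds lying between control limits plus 3 SD, set per campaign, cut at about 8.5% in these data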;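 note: 0% = DMSO-only wells as the low control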
TDP2 inh: blocks human TDP2 phosphodiesterase activity | O95551 | recombinant TDP2, T5PNP hydrolysis, p-nitrophenol absorbance 415 nm | inhibition, % at 12.8 µM | 370,000 tested, 0.34% active;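 active = inhibition above the mean of all tested compounds plus 3 SD, set per campaign, cut at about 25% in these data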;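 note: 0% = DMSO with enzyme and 100% = buffer with substrate but no TDP2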
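System: recombinant human TDP2 / Amount: 120 nM TDP2 per well / Also added: 5 mM T5PNP chromogenic substrate / Doses: 12.8 µM single point, 1% DMSO / Incubation: 2 h at 37 °C / Detection: p-Nitrophenol epi absorbance / Evaluation: % inhibition relative to enzyme-containing and enzyme-free wells / Repeats: singlicate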
ASAP1 inh: ASAP1 ArfGAP inhibition | Q9ULH1 | ASAP1-stimulated ARF1 GTP hydrolysis, GDP FP detection | inhibition, % at 16.5 µM | 360,000 tested, 0.19% active | AID 624377; in the data active = inhibition above about 25%;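 note: 0% = vehicle with enzyme and substrate and 100% = no enzyme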
LEDGF integ inh: blocks HIV-1 LEDGF/p75-dependent DNA integration. TR-FRET IN-LEDGF/p75 DNA integration, Eu/Cy5. inhibition, % at 3.7 µM. 370,000 tested, 0.64% active. AID 743269;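 active = inhibition above the screen-wide mean plus 3 SD, cut at about 13% in these data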;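 note: signal is the Cy5 over europium emission ratio at 671 and 618 nm; 0% = plate median of compound wells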
ARFGAP1 inhibitor: inhibitors of rat ARFGAP1. inhibition, % at 16.5 µM. 360,000 tested, 0.26% active. Arfgap1-stimulated ARF1 GTP hydrolysis, GDP FP detection. Q62848;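 active = inhibition above a per-plate limit, mean inhibition of low control wells plus 3 SD, cut at about 25% in these data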;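 note: 0% = DMSO wells with enzyme and 100% = wells lacking Arfgap1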
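Assay system: purified rat His6-Arfgap1 residues 1-136 (GAP domain); Reagent: human Δ17 ARF1 bound to GTP; Dosing: 16.5 µM single point, 1.26% DMSO; Times: GTP hydrolysis reaction 2 h at 25 °C; Signal: FP, GDP Alexa 633 tracer displaced from anti-GDP antibody, 620/688 nm; Measure: % inhibition from polarization.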
The depositor's hits bear a star; i = inactive.

1	CCN(C[C@H]1N[C@@](Cc2ccccc2)(C(=O)OC)[C@H]2C(=O)N(Cc3ccccc3)C(=O)[C@@H]12)C(=O)NC(C)C
2	COC(=O)c1c(S(=O)(=O)NCc2ccccc2)sc(C(=O)O)c1C
3	CC(C)N1CCC(N2CCN(CCCc3ccccc3)CC2CCO)CC1 (stereo not drawn)
4	CC(C(=O)Nc1ccccc1Br)c1ccc([N+](=O)[O-])cc1 (stereo not drawn)
5	COc1ccc(C(=O)NNC(=O)COC(=O)c2sccc2C)cc1
6	CC(C)c1ccc(Nc2nnc(SC3CCOC3=O)s2)cc1 (stereo not drawn)
7	COc1cccc(/C(C)=N/NC(=O)c2cc(-c3cccnc3)nc3ccccc23)c1
8	COC(=O)c1cc(Br)c(=O)n(Cc2ccc(OC)c(OC)c2)c1
9	COc1ccc(N=C2SC(C(=O)Nc3ccc4c(c3)OCO4)CC(=O)N2C)cc1 (stereo not drawn)
10	CCc1ccc(N2CCN(C(=O)c3ccc(OC)c(OC)c3)CC2)cc1

assay / entry	1	2	3	4	5	6	7	8	9	10
DDE Tn7 FP inh	-1	-8	-5	2	-9	3	3	1	6	3
proKLK7 act	0.5	0.4	-0.4	-0.3	-0.1	0.6	-0.2	0.6	-0.1	0.1
ADAM10 inh	2	0	-6	7	-2	0	1	-8	0	-9
PLCg1 inh	0	1	1	0	6	1	-2	-2	-2	3
DDE Tn6 FP inh	3	-4	5	9	4	3	0	8	3	-1
ADAM17 inh	1	-5	-2	2	4	2	0	2	0	1
TDP2 inh	-5	3	-4	3	-14	1	-5	-4	-8	-5
ASAP1 inh	-10	-1	5	4	9	1	5	5	-5	-3
LEDGF integ inh	-2	-1	0	0	-3	0	-4	-1	2	-3
ARFGAP1 inhibitor	9	3	-3	-4	6	-2	12	-9	-5	-4

Entries of single compounds from above. Order of values: DDE Tn7 FP inh	proKLK7 act	ADAM10 inh	PLCg1 inh	DDE Tn6 FP inh	ADAM17 inh	TDP2 inh	ASAP1 inh	LEDGF integ inh	ARFGAP1 inhibitor
CCN(C[C@H]1N[C@@](Cc2ccccc2)(C(=O)OC)[C@H]2C(=O)N(Cc3ccccc3)C(=O)[C@@H]12)C(=O)NC(C)C is listed as -1	0.5	2	0	3	1	-5	-10	-2	9
COC(=O)c1c(S(=O)(=O)NCc2ccccc2)sc(C(=O)O)c1C is listed as -8	0.4	0	1	-4	-5	3	-1	-1	3
COc1cccc(/C(C)=N/NC(=O)c2cc(-c3cccnc3)nc3ccccc23)c1 is listed as 3	-0.2	1	-2	0	0	-5	5	-4	12
COc1ccc(C(=O)NNC(=O)COC(=O)c2sccc2C)cc1 is listed as -9	-0.1	-2	6	4	4	-14	9	-3	6

Other results
11	COC(=O)CSc1nnc(Cc2cc(=O)[nH]c(=O)[nH]2)n1-c1cccc(OC)c1
12	Cc1c(N(C)S(=O)(=O)c2cccc(C(=O)NC(C)C)c2)c(=O)n(-c2ccccc2)n1C
13	CC(C)CNc1ncnc2c1ncn2[C@H]1CN(CCN2CCOCC2)C[C@@H](CO)O1
14	CCCNC(=O)CS(=O)(=O)c1ccccc1
15	Cc1ccc(S(=O)(=O)N(C)C)cc1NC(=O)COC(=O)c1ccc2c(=O)n3c(nc2c1)CCC3
16	COC(=O)c1nnn(CC(=O)NC(=O)Nc2ccccc2)c1C(=O)OC
17	O=c1oc(-c2cccc(C(F)(F)F)c2)nn1-c1ccc(C(F)(F)F)cn1
18	COc1cc(C(=O)NCC(=O)N/N=C/c2ccc(-c3ccc([N+](=O)[O-])cc3)o2)cc(OC)c1OC
19	COc1cccc(NC(=O)Nc2ccc3nc(C)c(C)nc3c2)c1
20	COC(=O)[C@@H](Cc1c[nH]c2ccccc12)NC(=O)CCC(=O)c1ccc(Br)cc1

assay / entry	11	12	13	14	15	16	17	18	19	20
DDE Tn7 FP inh	-3	1	0	4	-4	1	-6	3	3	-5
proKLK7 act	-0.3	0.1	-0.4	0.1	-2.2	-0.1	0.4	0.0	1.1	-0.1
ADAM10 inh	-4	2	-20	1	-45	5	5	-4	-24	2
PLCg1 inh	3	-1	-3	-1	-18	-1	4	-37	-111	-3
DDE Tn6 FP inh	-4	6	1	-8	2	-5	-3	-1	-3	-5
ADAM17 inh	2	-3	-4	-3	-19	-3	0	-1	-12	-3
TDP2 inh	2	16	4	1	-11	-1	-8	-6	-1	-2
ASAP1 inh	15	5	-5	-3	2	9	0	-9	0	-1
LEDGF integ inh	3	0	-1	-2	1	-1	4	-4	-2	3
ARFGAP1 inhibitor	-7	1	8	1	5	15	-3	6	-2	-1

21	NC(=O)[C@@H]1CC2(CC(c3cccc(NC(=O)CC(c4ccccc4)c4ccccc4)c3)=NO2)CN1C(=O)[C@@H]1CCC(=O)N1 (stereo partly drawn)
22	CC(=O)NC12CC3CC(C1)CC(C(=O)N(C)CC(=O)Nc1ccccc1Cl)(C3)C2
23	O=C(NNc1cc(Cl)ccc1Cl)c1c(F)cccc1Cl
24	CCn1cc(/C=C(\NC(=O)c2ccccc2F)C(=O)NCCN2CCOCC2)c2ccccc21
25	Cc1ccc(-n2nnnc2CNC(=O)c2ccc(Br)o2)cc1C
26	Cc1cc(C(=O)COC(=O)c2cccc(NS(C)(=O)=O)c2)c(C)n1CC1CCCO1 (stereo not drawn)
27	O=C(O)c1cc(-c2ccccc2)nc2ccccc12
28	CSc1ccc(CN(C)C(=O)CNC(=O)CNS(=O)(=O)c2ccc(C)c(C)c2)cc1
29	O=C1c2ccccc2C(=O)N1CCc1nc2ccccc2c(=O)n1-c1ccccn1
30	O=[N+]([O-])c1ccccc1CNCCCCO

assay / entry	21	22	23	24	25	26	27	28	29	30
DDE Tn7 FP inh	-7	-6	1	-2	3	6	-11	4	3	-1
proKLK7 act	0.5	0.3	-0.4	0.8	-0.2	-0.1	-0.1	-0.1	0.2	-0.6
ADAM10 inh	3	0	-2	-9	4	-14	-2	-2	-6	-13
PLCg1 inh	6	4	1	-5	4	-6	1	1	-1	-6
DDE Tn6 FP inh	-2	-3	1	-1	0	14	-4	3	1	0
ADAM17 inh	5	1	0	-3	-3	-3	1	-3	-7	-4
TDP2 inh	-10	-10	1	4	-11	-6	-1	8	1	-7
ASAP1 inh	-2	5	-4	-18	5	1	13	9	-7	6
LEDGF integ inh	3	8	1	0	-1	-1	3	0	4	0
ARFGAP1 inhibitor	-3	2	7	1	9	1	1	1	-19	-1

31	Cc1cc(NC(=O)c2c(F)cccc2F)n(-c2nc3ccccc3[nH]2)n1
32	Cc1ccc(C)n1NC(=O)c1cccc(Cl)c1
33	C[C@H]1CN([C@@H](C)CO)C(=O)CCCn2cc(nn2)CO[C@@H]1CN(C)C(=O)Nc1ccc(C(C)(C)C)cc1
34	O=C(O)CN1C(=O)C(=O)N(Cc2ccc(Cl)cc2Cl)C1=O
35	CCOC(=O)CCc1c(C)nc2cc(C3CCCN(C(=O)OC(C)(C)C)C3)[nH]n2c1=O (stereo not drawn)
36	C=CCn1c(C(C)NC(=O)c2ccccc2)n[nH]c1=S (stereo not drawn)
37	O=C(NC(=S)Nn1cnnc1)c1cccc(Br)c1
38	O=S(=O)(NCc1csc(-c2cccs2)n1)c1ccc(Cl)cc1
39	O=C(NC1(C(F)(F)F)N=C(c2ccccc2)NC1=O)c1ccccc1F (stereo not drawn)
40	Cc1ccccc1CN1C[C@@H]2C[C@@H](c3ccc4nsnc4c3)N3CCC[C@@]23C1=O

assay / entry	31	32	33	34	35	36	37	38	39	40
DDE Tn7 FP inh	-10	-4	-3	3	-2	-4	6	7	-6	-3
proKLK7 act	-0.4	-0.8	0.7	-0.3	0.1	-0.1	-0.1	0.0	-0.2	-0.2
ADAM10 inh	16	-2	-7	-2	-3	-3	-4	-35	-2	-3
PLCg1 inh	8	2	-1	0	2	0	-1	-9	1	-3
DDE Tn6 FP inh	-6	-9	-6	-5	-6	-9	-2	0	0	2
ADAM17 inh	6	6	-1	-4	-2	0	4	-12	0	-4
TDP2 inh	-13	-3	-2	10	1	13	1	8	-2	-12
ASAP1 inh	-2	0	-17	7	-10	13	9	-16	4	-12
LEDGF integ inh	0	-1	-1	1	-1	-1	0	-2	-3	0
ARFGAP1 inhibitor	0	2	10	-3	-13	12	11	-7	3	-9

41	O=C(COc1ccc(Cl)cc1)N(Cc1ccco1)C1CCS(=O)(=O)C1 (stereo not drawn)
42	COc1ccc2c(c1)c(=O)oc1cc(OC(C(=O)O)c3ccccc3)ccc12 (stereo not drawn)
43	O=C(Nc1ccc(-n2cccn2)cc1)C1CCCCN1Cc1cccc2c1OCO2 (stereo not drawn)
44	CCCCN(C(C)=O)c1ccc2c(c1)C1CC2CCN1Cc1ccccc1 (stereo not drawn)
45	COc1cc2cc(CN(CCO)C(=O)c3cccs3)c(=O)[nH]c2cc1OC
46	COc1ccc(NC(=O)COC(=O)CNC(=O)c2cc(OC)c(OC)c(OC)c2)cc1
47	O=C(CN1C(=O)C2CCCCC2C1=O)Nc1ccccc1N1CCCC1 (stereo not drawn)
48	Cc1ccc(Cl)c(NC(=O)COC(=O)c2cc[n+]([O-])cc2)c1Cl
49	Cc1cc(Nc2cccc(C(=O)O)c2)n2ncnc2n1
50	Oc1ccc(-c2csc(Nc3ccccn3)n2)cc1O
51	CCc1cc(=O)oc2cc(OCC(=O)N3CCC(C(=O)O)CC3)ccc12

assay / entry	41	42	43	44	45	46	47	48	49	50	51
DDE Tn7 FP inh	2	-5	6	-5	-4	1	1	-3	3	2	7
proKLK7 act	0.6	-71	0.0	0.4	-0.1	0.7	0.2	-0.8	0.0	-0.1	1.0
ADAM10 inh	0	i	0	-8	-132	-5	6	-4	-10	8	-448
PLCg1 inh	2	i	0	2	-9	0	0	2	-4	-21	-18
DDE Tn6 FP inh	1	-6	3	-7	-15	0	2	-1	3	-4	-8
ADAM17 inh	-6	i	1	-4	-46	-4	-1	-4	-6	1	-111
TDP2 inh	-8	-5	5	1	6	0	-1	-4	8	-4	-9
ASAP1 inh	11	-1	9	-7	-11	-5	-7	7	-8	7	2
LEDGF integ inh	2	7	-1	-2	-1	-5	1	2	-1	0	0
ARFGAP1 inhibitor	-1	-6	0	5	16	4	-1	-10	1	6	-4
